Source: PubChem BioAssay
T cell modulator: modulates CD8 T cell binding to vesicles. 2C CD8+ T cell-vesicle binding, flow cytometry; stronger effect = lower value. actives 0.068% (n = 330,000). calls only at 7 µM;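 active = response, share of CD8 T cells binding vesicles, and their 90th percentile fluorescence all below set limits, cut at about 80% in these data, passing the limit was not always enough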
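Material: 2C TCR transgenic mouse naive CD8+ T cells, MACS-purified. Also added: QL9-charged Drosophila Ld/ICAM-1/B7-1 vesicles. Timing: binding 1.5 h at 37 °C. Measured by: high-throughput flow cytometry with anti-B7-1 and anti-CD8 staining. Read-out: percent CD8+ FL2 mean versus row control. Controls: Unloaded micro-vesicles (low), QL9 vesicles with 0.7% DMSO (high).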
SV40 large T antigen: SV40 large T antigen inhibitors, biochemical (AID 1903) | actives 0.39% (n = 310,000) | SV40 large T antigen ATPase/helicase inhibition assay; higher % means a stronger effect | inhibition, % at 20 µM; hits with a dose series show IC50 in µM; in the data active = a potency from the dose series; inconclusive = inhibition mostly from about 32% at the one dose, without a potency; inactive = the rest, 99 in 100 with inhibition below about 32%; note: strong numbers were not always called active
Myeloid diff 2: compounds promoting myeloid differentiation | calls only at 10 µM | ER-HoxA9 myeloid progenitors, lysozyme-GFP differentiation, flow cytometry | AID 624256 | actives 1% (n = 360,000);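 active = normalized GFP-positive differentiation at or above the plate's own cutoff, the solvent-only control mean plus 3 SD; inconclusive = no clear call, values can overlap the other calls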;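 note: cells exposed to compound for four days before flow analysis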
RSV antiviral HEp-2: RSV antiviral activity via CPE protection, HEp-2 cells, primary 10 µM value included (AID 2391) | one-dose CPE inhibition, % at 10 µM; IC50 in µM for titrated hits | HEp-2 cells, RSV-induced CPE inhibition; higher % means a stronger effect | actives 0.13% (n = 310,000); in the data active = a potency from the dose series; inconclusive = CPE inhibition mostly from about 23% at the one dose, without a potency; inactive = the rest, 99 in 100 with CPE inhibition below about 21%; note: strong numbers were not always called active
West Nile virus CPE: West Nile virus antiviral activity, cell-based, CPE readout (AID 1621); West Nile virus-infected cells, CPE inhibition; higher % means a stronger effect; one-dose CPE inhibition, % at 10 µM; IC50 in µM for titrated hits; actives 0.02% (n = 290,000); in the data active = a potency from the dose series; inconclusive = CPE inhibition mostly from about 3.7% at the one dose, without a potency; inactive = the rest, 99 in 100 with CPE inhibition below about 2.2%; note: strong numbers were not always called active
WT yeast gro inh: growth inhibition of WT yeast, mitochondrial fusion screen; mitochondrial fusion phenotypic screen, WT strain; AID 1362; actives 2.1% (n = 190,000); inhibition, % at 10 µM; in the data active = inhibition above about 58%; tested in S. cerevisiae
Salmonella PhoP GFP: PhoP-dependent GFP reporter repression – Salmonella Typhimurium, primary screen (AID 1863); S. Typhimurium PhoP-regulated promoter GFP reporter, 4 h; higher % means a stronger effect; inhibition, % at 50 µM, or IC50 in µM where a hit was titrated; actives 0.16% (n = 300,000);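 active = inhibition over 29.93%, a cutoff 3 SD above the screen mean, later confirmed by dose response; inconclusive = inhibition over 29.93% but no dose response follow-up; inactive = inhibition at most 29.93% or unconfirmed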;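 note: 0% = low Mg2+ inducing control and 100% = high Mg2+ repressing control; strong numbers were not always called active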
bCat nuc transl: beta-catenin nuclear translocation modulation; actives 0.3% (n = 190,000); AID 1665; HeLa beta-catenin nuclear translocation, immunofluorescence imaging; nuclear translocation activity, % at 5 µM;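 active = nuclear translocation activity above 50% at 5 µM, with a well cell count of 50 or more; inconclusive = wells under 50 cells across six images, flagged as toxic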;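 note: per-cell ratio of nuclear to cytoplasmic median beta-catenin stain intensity; plate controls were DMSO negative control for no effect and GSK-3 inhibitor IX positive control for full effect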
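Test system: human HeLa cell line; Doses: 5 µM primary, 0.02–20 µM confirmation; Incubation: 24 h compound exposure, 37°C; Detection: beta-catenin immunofluorescence imaging with DAPI; Read-out: beta-catenin nuclear/cytoplasmic ratio, % activation.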
Rac1 GTP hydrolysis: MgcRacGAP GTPase-activating activity inhibitors, confirmation, biochemical, ADP Hunter fluorescence; MgcRacGAP-stimulated Rac1 GTP hydrolysis, ADP Hunter fluorescence; higher % means a stronger effect; GST-tagged Rac1 F28L mutant substrate; inhibition, % at 30 µM; hits with a dose series show IC50 in µM; actives 0.6% (n = 340,000); AID 624330;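 active = first-screen hits whose inhibition reached a set limit at any dose in the follow-up dose series; inconclusive = inhibition above the set first-screen limit but never retested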;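 note: fluorescence reports GDP produced by GAP-driven GTP hydrolysis; strong numbers were not always called active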
WT yeast gro inh mutant strain: also measured in WT yeast gro inh; calls as there; inhibition, %; mitochondrial fusion phenotypic screen, mutant strain inhibition
bCat nuc transl cell count 5 µM: further read-out of bCat nuc transl, marked with its call; cell count; measured here: cell count, cytotoxicity flag
T cell modulator vesicle-bound %: further read-out of T cell modulator, marked with its call; double positive events, %; measured here: CD8+ vesicle-bound cell fraction;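 binding gate set so that unloaded-vesicle control wells show 10% double positive cells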
Myeloid diff 2 GFP+ MAC1+ %: also measured in Myeloid diff 2; calls as there; GFP+ MAC1+ double positive, %; measured here: differentiation confirmed by MAC1 staining
Starred values were filed as active, the others as inactive; i = inactive; ? = inconclusive; . = not tested or not shown.

Below each SMILES – T cell modulator	T cell modulator vesicle-bound %	SV40 large T antigen	Myeloid diff 2	Myeloid diff 2 GFP+ MAC1+ %	RSV antiviral HEp-2	West Nile virus CPE	WT yeast gro inh	WT yeast gro inh mutant strain	Salmonella PhoP GFP	bCat nuc transl	bCat nuc transl cell count 5 µM	Rac1 GTP hydrolysis
CCCCS(=O)Cc1ccccc1 (stereo unspecified)
    i	12	17%	i	0.5	1.6%	0.1%	-10	-28	2%	-0.9	1171	10%
O=C(c1cc(Cl)ccc1Cl)N1CCN(Cc2ccccc2)CC1
    i	51	14%	i	0.2	1.4%	-1.0%	.	.	-1%	.	.	9%
CCN(CC)Cc1nc2c(c(=O)[nH]1)C1(CCCC1)Cc1ccccc1-2
    i	23	-3%	i	7.3	-3.0%	-0.3%	.	.	12%	.	.	6%
O=C(O)c1cc2c(s1)-c1ccccc1OC2
    i	33	8%	i	1.2	2.1%	0.0%	12	1	-25%	.	.	12%
O=C(COC(=O)/C=C/c1ccccc1Cl)NCCNC(=O)COC(=O)/C=C/c1ccccc1Cl
    i	7	18%	i	5.2	1.9%	-0.2%	.	.	-4%	.	.	-6%
CCN(C(=O)COC(=O)c1cccnc1SC)C1CCS(=O)(=O)C1 (stereo unspecified)
    i	26	1%	i	0.9	3.2%	0.4%	-4	45	-5%	0.3	1155	9%
COc1cc(/C=N/NC(=O)COc2cccc(F)c2)ccc1OS(=O)(=O)c1ccc(C)cc1
    i	27	0%	i	1.0	?	-0.1%	-2	3	3%	.	.	7%
Cc1cccc(C)c1NC(=O)c1cc(-c2ccccn2)nc2ccccc12
    i	29	19%	i	0.7	0.5%	0.5%	-2	-15	1%	-0.6	1043	-4%
Cc1nn(Cc2ccc([N+](=O)[O-])cc2)c(=O)n1-c1c(F)cccc1F
    i	54	5%	i	2.4	1.0%	-0.2%	7	30	14%	-0.1	1112	5%
COc1ccc(-n2c(=O)c3c4c(sc3n(CC(=O)Nc3cc(C)[nH]n3)c2=O)CCC4)c(OC)c1
    i	48	8%	i	0.8	-0.8%	-0.5%	-17	5	1%	2.9	943	14%
COC(=O)c1oc2nc(C)cc(C)c2c1N
    i	44	10%	i	1.3	0.1%	0.1%	5	8	-4%	-6.2	1229	5%
Fc1ccc(/C=N/NC(=S)Nc2ccc(Cl)cc2Cl)cc1
    i	50	11%	i	1.4	-0.4%	0.2%	.	.	-5%	-0.9	1398	9%
COc1ccc(S(=O)(=O)NCCc2ccco2)cc1OC
    i	21	10%	i	1.7	-0.1%	0.1%	.	.	-2%	.	.	5%
Nc1c(Cl)cc(-c2csc(N3CCCC3c3nc4cc(Cl)c(N5CCCCC5)cc4n3CCOCCO)n2)cc1Cl (stereo unspecified)
    i	36	9%	i	0.7	9.2%	-0.3%	.	.	1%	.	.	0%
Cc1c(NS(=O)(=O)c2cc(NC(=O)CCN3CCCC(C)C3)ccc2Cl)c(=O)n(-c2ccccc2)n1C (stereo unspecified)
    i	55	10%	i	0.8	-0.9%	0.1%	5	-6	0%	0.4	1119	7%
CC1=NN(c2ccccc2)C(=O)C1/C=C1\NC(=S)NC1=O (stereo unspecified)
    i	53	38%	i	0.1	2.2%	0.7%	-18	1	-6%	-0.1	1068	238µM*
CC(C)n1cc(CN2CCC(Oc3ccc(C(=O)N4CCCC4)cc3)CC2)cn1
    i	22	8%	i	0.6	0.0%	-1.3%	.	.	10%	.	.	4%
COc1ncccc1-c1nnn(-c2ccccc2)n1
    i	48	4%	i	1.3	6.0%	0.0%	11	-2	-6%	-0.9	1155	9%
O=C1NCCCC1C(=O)N/N=C/c1ccc([N+](=O)[O-])cc1 (stereo unspecified)
    i	43	13%	i	0.6	.	0.7%	.	.	-12%	-0.3	1315	.
O=C(NCCN1CCN(c2ccccc2F)CC1)C1CC(=O)N(C2CCCC2)C1 (stereo unspecified)
    i	28	3%	i	0.8	1.2%	-0.3%	-2	5	-1%	.	.	2%
COc1ccc(C2CC(c3ccccc3)Nc3nc(NS(C)(=O)=O)nn32)cc1 (stereo unspecified)
    i	46	11%	i	1.6	0.1%	0.5%	.	.	-12%	0.3	1302	-9%
Cc1ccc(NC(=O)C2CCCN(c3ncccn3)C2)cc1C (stereo unspecified)
    i	39	12%	i	0.3	0.8%	-0.2%	.	.	5%	.	.	8%
CCOC(=O)C1CCN(CC(=O)Nc2cc(C)nn2-c2nc3ccccc3s2)CC1
    .	.	4%	i	0.0	.	.	74*	8.2*	-7%	-6.2	1217	6%
NC(=O)c1nsc(C(=O)N(c2ccccc2)C(C(=O)NCc2ccc(F)cc2)c2ccc(O)cc2)c1N (stereo unspecified)
    i	43	0%	i	0.8	-0.2%	-0.2%	.	.	8%	.	.	4%
CC(NS(C)(=O)=O)C(c1cccs1)N1CCN(c2ccccc2F)CC1 (stereo unspecified)
    i	20	6%	i	1.6	3.1%	-0.6%	-8	-3	-6%	.	.	6%
COc1cc(NC(=O)CSc2nnc3c(C)cc4cc(C)cc(C)c4n23)c(C(=O)O)cc1OC
    i	47	23%	i	0.1	2.0%	0.8%	9	17	1%	-0.9	1040	12%
COc1ccccc1C(=O)N1CCC(C(=O)c2ccc(F)cc2)CC1
    i	36	3%	i	1.2	1.3%	0.0%	-13	-8	2%	-0.6	1382	9%
CCc1ccc(C2CC(c3ccccc3C)n3nc(N)nc3N2)cc1 (stereo unspecified)
    .	.	2%	i	1.9	1.1%	0.0%	9	-5	9%	-1.1	1107	3%
O=C(CNC(=O)c1ccccc1F)OCCCOC(=O)CNC(=O)c1ccccc1F
    i	13	17%	i	0.2	-1.6%	.	.	.	-4%	.	.	6%
O=C(NC1CCCCNC1=O)c1ccc(Cl)cc1 (stereo unspecified)
    i	10	5%	i	0.9	1.5%	0.1%	-19	-41	6%	-3.4	1156	5%

The listing continues:
Below each SMILES – T cell modulator	T cell modulator vesicle-bound %	SV40 large T antigen	Myeloid diff 2	Myeloid diff 2 GFP+ MAC1+ %	RSV antiviral HEp-2	West Nile virus CPE	WT yeast gro inh	WT yeast gro inh mutant strain	Salmonella PhoP GFP	bCat nuc transl	bCat nuc transl cell count 5 µM	Rac1 GTP hydrolysis
Cc1cc(C(=O)Nc2cccc([N+](=O)[O-])c2)c(C)o1
    i	6	11%	i	0.6	0.2%	-0.9%	-2	-9	6%	5.7	574	9%
COc1ccccc1C(=O)COC(=O)CN1C(=O)c2ccccc2C1=O
    i	22	2%	i	1.4	0.2%	0.3%	.	.	-2%	.	.	14%
CS(=O)(=O)N1CCC(C(=O)Nc2ccc3c(c2)OCCO3)CC1
    i	17	-2%	i	7.6	-0.3%	-0.2%	10	20	-1%	.	.	8%
Cc1ccc(C)c2[nH]c(=O)c(CCNC(=O)c3cc4ccccc4o3)cc12
    i	40	7%	i	5.2	8.4%	-0.2%	-6	0	1%	1.1	920	7%
C=CCOC(=O)C1=C(C)OC(N)=C(C#N)C1c1ccccc1F (stereo unspecified)
    i	50	15%	i	1.2	0.3%	0.5%	3	12	-5%	.	.	5%
COc1ccc(C)cc1-n1nnnc1SCC(=O)N1CCC(C(=O)Nc2nccs2)CC1
    i	28	13%	i	1.7	-0.6%	-0.2%	6	15	-7%	-2.5	717	-7%
CC(=O)c1c(C)[nH]c(C(=O)Nc2cccc(S(=O)(=O)N3CCOCC3)c2)c1C
    i	17	-1%	i	0.5	1.9%	-0.1%	-11	1	0%	-1.5	987	4%
COCCN1C(=O)N[C@@H](c2cccs2)C(C(C)=O)=C1C
    i	17	8%	i	1.9	1.5%	-0.4%	.	.	8%	.	.	3%
O=C(/C=C/c1ccc(OCCCF)cc1)Nc1ccnc(-c2cccnc2)n1
    i	2	19%	i	0.3	4.5%	-0.5%	-4	27	-4%	-5.5	1128	9%
CN(c1ccc(Br)cc1)S(=O)(=O)c1ccc2[nH]cc(C(=O)NCCN3CCOCC3)c(=O)c2c1
    i	19	.	i	2.3	-2.3%	1.3%	.	.	1%	.	.	-4%
Cc1cc(C)cc(-n2nnn(C3C/C(=N/NC(N)=S)C4OCC3O4)c2=S)c1 (stereo unspecified)
    i	28	13%	i	0.6	-1.4%	-0.4%	13	-9	8%	0.0	1026	16%
CCOc1ccc(C(=O)COC(=O)c2cc(=O)[nH]c3ccccc23)cc1
    i	34	8%	i	0.5	2.2%	.	.	.	-2%	.	.	6%
Nc1nc(CSC(=S)N2CCN(c3ccccc3)CC2)nc(Nc2ccc(F)cc2)n1
    i	49	16%	i	0.4	1.0%	-0.2%	-15	31	4%	0.5	997	8%
CCc1cccc2c(C(=O)CN3C(=O)NC(C)(c4cccc5ccccc45)C3=O)c[nH]c12 (stereo unspecified)
    i	49	48%	?	.	-3.0%	?	6	8	-1%	-3.1	1022	10%
O=C(NCCCn1ccnc1)Nc1cccc(Cl)c1
    i	41	7%	i	0.6	0.7%	0.9%	4	2	3%	0.5	1059	8%
O=C(NC(=S)Nc1ccccn1)c1cccc([N+](=O)[O-])c1
    i	1	4%	i	1.0	0.6%	0.3%	.	.	-7%	-4.9	1276	-7%
O=C(C1CCN(Cc2cn[nH]c2-c2ccc(F)cc2F)CC1)N1CCOCC1
    i	16	1%	i	0.1	-0.4%	-0.3%	-11	-6	10%	-1.7	1001	5%
CN(C)c1cccc(C(=O)NCc2ccccc2Cl)c1
    i	64	1%	i	0.2	1.8%	-0.6%	1	-10	3%	-0.8	973	2%
CN(Cc1ccccc1)C(=O)CN1C(=O)c2ccc([N+](=O)[O-])cc2C1=O
    i	10	4%	.	.	1.1%	0.4%	.	.	-5%	.	.	5%
Cc1cccc(N=C2NC(=O)S/C2=C\c2ccco2)c1
    i	58	16%	i	1.4	5.7%	-0.8%	22	15	-2%	1.4	1071	11%
